# S-ASM inh = inhibitors of human secretory acid sphingomyelinase. Potency, µM (highest dose often 57.5 µM), without a hit: top-dose activity change, negative = inhibition, usual class: inhibitors. placental ASM, HMU-PC fluorogenic substrate, 60 min. P17405. 340,000 tested, 0.006% active; also: potency is read from the fitted curve at half-maximal effect
#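 Human placenta-derived ASM preincubated with compound 10 min at room temperature, then reacted with 9 uM (final) fluorogenic HMU-PC substrate for 60 min at 37 C. Stop solution raises pH to 10; fluorescence read at Ex 386/Em 447 nm.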
# MBNL1-CUG inh = MBNL1-poly(CUG) RNA binding inhibition | TR-FRET MBNL1-His/biotin-(CUG)12 binding, 665/545 ratio | Potency, µM (series often up to 57.5 µM), inactives show at the highest dose activity change, negative = inhibition, actives largely listed as inhibitors | 280,000 tested, 0.036% active; active = well fitted inhibition curve with a large enough effect in the signal ratio, with a control signal flat, not every such curve was filed as active; inconclusive = small, poorly fitted or top-dose-only effect, or effect the other way, or a change in a side signal; inactive = no such curve, though single readings can be large or run the other way; the % refers to the signal ratio; also: potency is read from the fitted curve at half-maximal effect; % is scaled to controls: 0 for no effect and ±100 for the full control effect
#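 Compound titration spanned 92 nM–58 uM against the MBNL1-His/biotin-(CUG)12 complex. After 60 min at room temperature with 5 nM streptavidin-XL665 and 0.055 ng/ul terbium anti-His, ratiometric 665/545 nm emission (Ex 340 nm) normalized to controls.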
# Coupling enz = inhibits coupling enzyme system, counter-screen for aldolase hits; AID 2472; 290,000 tested, 0.67% active; activity change, negative = inhibition, % at 58.2 µM, hits read low; coupling enzyme system counterscreen, AmpLite Red fluorescence; in the data active = activity change below about -30%; also: % is scaled to controls: 0 for no effect and ±100 for the full control effect
#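 Coupling enzymes only (glyceraldehyde-3-phosphate) + compound, at 57.5 uM final, 10 min RT; add substrate/coupling/AmpLite Red mix, 20 min RT; fluorescence ex 525/em 598 nm. Actives flag coupling-system interference.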
# MLL CXXC-DNA inh = blocks binding of human MLL CXXC domain to DNA. Q03164. Potency, µM (titrated, usually from 115 µM), for the others: at the highest dose activity change, negative = inhibition, hits mostly inhibitors. AID 2662. MLL-CXXC / FITC-HOXA9 DNA fluorescence polarization. 290,000 tested, 0.037% active; active = well fitted inhibition curve with a large enough effect in the polarisation, with a control signal flat, not every such curve was filed as active; inconclusive = small, poorly fitted or top-dose-only effect, or effect the other way, or a change in a side signal; inactive = no such curve, though single readings can be large or run the other way; the % refers to the polarisation; also: potency is read from the fitted curve at half-maximal effect
#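 Steps: dispense CXXC domain solution (7 uM) → pin compounds or unlabeled HOX-A9 DNA control → 5 min ambient → add FLSN-HOX-A9 solution (50 nM) → spin → 30 min ambient → fluorescence polarization. Tris pH 7.5/NaCl/DTT/BSA buffer.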
# GALK inh = inhibitors of human galactokinase. Purified GALK, Kinase-Glo residual ATP luminescence. Potency, µM (highest dose often 57.5 µM), inactives show at the top dose activity change, negative = inhibition, most hits filed as inhibitors. 270,000 tested, 0.007% active. AID 1868; also: potency is read from the fitted curve at half-maximal effect; % is scaled to controls: 0 for no effect and ±100 for the full control effect
#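 Luminescence from leftover ATP (Ultra-Glo luciferase/luciferin) served as read-out after a 1 h room-temperature reaction of 5 nM GALK with 35 uM ATP and 100 uM galactose.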
# Integrin act MD = integrin-mediated muscular dystrophy alleviation activation | alpha7betagal myoblasts, beta-gal FDG fluorescence, 48 h | Potency, µM (highest dose often 38.3 µM), inactives show at the top dose activation, usual class: activators | 350,000 tested, 0.064% active | AID 624291;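 also: potency is read from the fitted curve at half-maximal effect; 100% = response of the positive control SU9516; nearly all actives have a fitted effect of over 60% in size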
#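 Alpha7betagal+/- myoblasts (passage 13) were plated 16-24 hr, then exposed to compounds (1:260 dilution of DMSO stock) for 48 hours at 37C. After MPER lysis, β-galactosidase reporter activity was read as FDG fluorescence (ex 480/em 540) after 30 minutes.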
# hERG WT inh = inhibitors of human wildtype KCNH2 potassium channel | Q12809 | activity change, % at 1.84 µM | U2OS, BacMam KCNH2, thallium flux FluxOr; stronger effect = lower value | AID 720551 | 340,000 tested, 0.37% active;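 active = maximum activity change below -70%; inconclusive = maximum activity change between -70% and -50%; inactive = maximum activity change above -50%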; also: % is scaled to controls: 0 for no effect and ±100 for the full control effect
#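 U2OS cells were transduced with wild-type KCNH2 virus (2.03 x 10^8 / mL) for 4 h at room temperature, then cultured overnight at 37 C. Thallium flux was read with FluxOr dye. Rate constants were normalized to DMSO controls.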
# KCNH2 3.1 block = inhibitors of human KCNH2 3.1 potassium channel isoform | U2OS KCNH2 3.1, thallium flux FluxOr; stronger effect = lower value | activity change, % (tested at about 1.8 µM) | 340,000 tested, 0.95% active | AID 720553;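 active = maximum activity change below -70%; inconclusive = maximum activity change from -70% to -50%; inactive = maximum activity change above -50%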;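 also: thallium influx rate constant from kinetic fluorescence after stimulation buffer; % is scaled to controls: 0 for no effect and ±100 for the full control effect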
#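 Kinetic fluorescence (2 min after stimulation buffer) measures Tl+ influx through KCNH2 3.1 expressed by viral transduction in U2OS cells; the rate constant is normalized against DMSO controls serving as positive and negative references.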
# AT treatment = potential ataxia-telangiectasia treatments restoring KAP-1 phosphorylation; […] A-T fibroblasts, KAP-1 phosphorylation AlphaLISA; neocarzinostatin DNA damage 30 min before lysis; Potency, µM (titrated, usually from 57.5 µM), inactives show at the highest dose activation, actives largely listed as activators; AID 485349; 320,000 tested, 0.19% active; also: potency is read from the fitted curve at half-maximal effect; % of control where 0% means no effect; nearly all actives have a fitted effect of over 45% in size
#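 ATM-like activity read as KAP-1 phosphorylation via AlphaLISA donor/acceptor antibody pairs after lysis and 6 hr at 25C. Cells were ATM-null patient fibroblasts ([…], hTERT), dosed 60 min, then exposed to the DSB inducer NCS for 30 min.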
# TRPV1 ag = agonists of human vanilloid receptor 1 (TRPV1). Q8NER1. TRPV1-expressing cells, Fluo-8 calcium influx, agonist mode. activation, % at 8.33 µM. 320,000 tested, 0.19% active; in the data active = activation above about 80%; inconclusive = between about 30% and that limit; also: 0% is about no effect
# Target sequence (Q8NER1 whole entry, looked up): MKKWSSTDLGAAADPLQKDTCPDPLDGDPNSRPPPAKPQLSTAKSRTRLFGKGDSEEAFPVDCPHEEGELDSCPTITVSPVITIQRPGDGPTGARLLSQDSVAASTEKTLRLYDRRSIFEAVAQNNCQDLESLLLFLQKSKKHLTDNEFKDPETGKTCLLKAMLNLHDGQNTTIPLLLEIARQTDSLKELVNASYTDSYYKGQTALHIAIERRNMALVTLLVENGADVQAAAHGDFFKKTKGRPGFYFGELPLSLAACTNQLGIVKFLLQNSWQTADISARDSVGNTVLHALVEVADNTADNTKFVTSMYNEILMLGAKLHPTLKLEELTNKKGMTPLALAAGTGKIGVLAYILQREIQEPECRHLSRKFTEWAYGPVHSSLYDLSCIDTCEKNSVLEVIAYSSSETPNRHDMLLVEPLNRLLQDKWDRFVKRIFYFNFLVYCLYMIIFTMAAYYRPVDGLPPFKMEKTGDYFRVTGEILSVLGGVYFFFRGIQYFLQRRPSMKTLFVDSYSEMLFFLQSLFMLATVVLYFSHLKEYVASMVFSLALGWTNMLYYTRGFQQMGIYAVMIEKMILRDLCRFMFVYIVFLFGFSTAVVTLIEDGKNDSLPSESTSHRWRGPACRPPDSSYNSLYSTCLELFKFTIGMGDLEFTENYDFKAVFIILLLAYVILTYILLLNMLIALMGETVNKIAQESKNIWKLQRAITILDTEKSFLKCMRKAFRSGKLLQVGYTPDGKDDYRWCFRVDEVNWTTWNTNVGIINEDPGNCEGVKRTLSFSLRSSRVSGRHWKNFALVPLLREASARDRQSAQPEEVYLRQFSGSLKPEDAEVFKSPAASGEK
#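 Cells expressing TRPV1 were dye-loaded with Fluo-8 and read kinetically: 10 s baseline, 3 min after compound (agonist portion), then 2 min after EC20 capsaicin (allosteric enhancer portion). Calcium-bound dye fluorescence at 480/520 nm.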
# An asterisk follows results filed as active; ? = inconclusive; . = no result given; [ ] = remark or other dose. Unless noted, calls follow the shape of the dose curve; as a rule, active = well fitted curve in the direction sought with a large enough effect; inconclusive = small, poorly fitted or top-dose-only effect, or another doubt; inactive = no such curve, though single readings can be large; an effect the other way counts as inactive or inconclusive.
Compound | S-ASM inh | MBNL1-CUG inh | Coupling enz | MLL CXXC-DNA inh | GALK inh | Integrin act MD | hERG WT inh | KCNH2 3.1 block | AT treatment | TRPV1 ag
Cc1ccc(-c2nc3ccccc3o2)cc1NC(=S)NC(=O)c1cccs1 | -0.8% | -8.6% | 1.2 | -15.8% | 1.0% | 0.9% | -1.4 | 0.8 | 5.0% | -1.1
CS(=O)(=O)N1CCN(C(=S)NCc2ccc(Cl)cc2)CC1 | 3.5% | -7.7% | 0.4 | 12.4% | 0.9% | -22.8% | 42.1 | 19.8 | -0.7% | ?
CCOc1ccc(OCCn2c(S(=O)(=O)O)nc3c(N)ncnc32)cc1 | 6.2% | -0.8% | 5.2 | -6.8% | . | -20.9% | -6.0 | -5.2 | 0.0% | -1.7
COc1ccc(F)cc1S(=O)(=O)NC(Cc1ccccc1)C(N)=O (stereo not drawn) | 2.5% | 0.1% | 0.2 | -2.1% | 1.0% | -16.7% | -1.1 | -4.4 | 6.7% | .
COc1ccc(S(N)(=O)=O)cc1C(=O)N(C)CC(=O)Nc1ccc(N2CCOCC2)cc1 | 6.1% | -14.3% | 1.5 | ? | 7.1% | ? | 0.2 | 2.0 | 2.7% | -4.9
COc1ccc(NC(=O)C2CCCN(S(=O)(=O)c3cccc4nonc34)C2)c(OC)c1 (stereo not drawn) | -1.5% | ? | 0.4 | -5.8% | . | 3.4% | 8.8 | 5.5 | . | 1.3
COC(=O)c1cc(=O)c2c([N+](=O)[O-])ccc(OC)c2o1 | 0.2% | ? | 3.2 | 4.0% | . | 28.3% | -1.0 | -6.0 | -0.5% | -2.0
O=C(COC(=O)c1ccccc1F)NC(=O)NC1CCCC1 | -2.7% | . | . | . | . | -16.5% | -7.5 | -4.4 | 2.3% | 6.5

# (list continues)
Compound | S-ASM inh | MBNL1-CUG inh | Coupling enz | MLL CXXC-DNA inh | GALK inh | Integrin act MD | hERG WT inh | KCNH2 3.1 block | AT treatment | TRPV1 ag
CCC(C)(C)NC(=O)C(c1ccc(OC)cc1)N(C(=O)CCC(=O)Nc1cc(C)on1)c1ccccc1OC (stereo not drawn) | 2.5% | 3.4% | 0.9 | 6.6% | 0.6% | 0.0% | 14.8 | -1.0 | 1.6% | 4.1
CC1=CC(C)(C)Nc2ccc(OC(=O)C(Cc3ccccc3)N3C(=O)C4CCCCC4C3=O)cc21 (stereo not drawn) | 13.4% | 3.8% | -9.1 | 2.5% | -2.5% | -65.9%[inhibitor] | 8.5 | -6.0 | -0.5% | -3.4
COC(=O)c1ccc2[nH]c(C3(O)CCCCC3)c(C)c2c1 | -1.2% | . | . | . | . | -2.7% | -11.1 | 9.6 | -9.9% | .
Cn1nc(-c2ccccc2)c(-c2nc(-c3cccc(C(F)(F)F)c3)no2)c1Cl | -10.1% | -1.0% | 0.8 | 5.1% | -0.8% | -0.9% | -12.9 | -5.5 | -2.8% | -0.2
CCOC(=O)c1ccccc1NS(=O)(=O)c1ccccc1F | -2.6% | -5.9% | -14.2 | 4.5% | -0.6% | 15.2% | -3.5 | 18.0 | 12.2% | 2.6
CC1=NN(c2nc(-c3ccc(C)cc3)cs2)C(=O)C1N=Nc1cccc(O)c1 (stereo not drawn) | -23.9% | 20.3% | -0.5 | -20.2% | -0.1% | ? | -0.4 | -19.7 | -7.1% | -1.5
CCOc1cc(S(=O)(=O)N2CCC(c3nc4ccccc4s3)CC2)c(OCC)cc1S(=O)(=O)N1CCCCC1 | 0.4% | 0.9% | 0.3 | 7.3% | 3.4% | -2.5% | 5.8 | 4.6 | -4.5% | -1.2
COc1cc(CNc2ccc3[nH]c(=O)[nH]c3c2)cc(Br)c1OCc1ccc(F)cc1 | -0.3% | -1.5% | -2.4 | 7.6% | 5.6% | -2.7% | -7.6 | -8.0 | -20.0% | ?

# Rewritten with two lines to a compound: entries from further up.
# Below each SMILES – S-ASM inh | MBNL1-CUG inh | Coupling enz | MLL CXXC-DNA inh | GALK inh | Integrin act MD | hERG WT inh | KCNH2 3.1 block | AT treatment | TRPV1 ag
CCOc1ccc(OCCn2c(S(=O)(=O)O)nc3c(N)ncnc32)cc1
  6.2% | -0.8% | 5.2 | -6.8% | . | -20.9% | -6.0 | -5.2 | 0.0% | -1.7
COc1ccc(F)cc1S(=O)(=O)NC(Cc1ccccc1)C(N)=O (stereo not drawn)
  2.5% | 0.1% | 0.2 | -2.1% | 1.0% | -16.7% | -1.1 | -4.4 | 6.7% | .
COc1ccc(S(N)(=O)=O)cc1C(=O)N(C)CC(=O)Nc1ccc(N2CCOCC2)cc1
  6.1% | -14.3% | 1.5 | ? | 7.1% | ? | 0.2 | 2.0 | 2.7% | -4.9
COc1ccc(NC(=O)C2CCCN(S(=O)(=O)c3cccc4nonc34)C2)c(OC)c1 (stereo not drawn)
  -1.5% | ? | 0.4 | -5.8% | . | 3.4% | 8.8 | 5.5 | . | 1.3
COC(=O)c1cc(=O)c2c([N+](=O)[O-])ccc(OC)c2o1
  0.2% | ? | 3.2 | 4.0% | . | 28.3% | -1.0 | -6.0 | -0.5% | -2.0
O=C(COC(=O)c1ccccc1F)NC(=O)NC1CCCC1
  -2.7% | . | . | . | . | -16.5% | -7.5 | -4.4 | 2.3% | 6.5
CCC(C)(C)NC(=O)C(c1ccc(OC)cc1)N(C(=O)CCC(=O)Nc1cc(C)on1)c1ccccc1OC (stereo not drawn)
  2.5% | 3.4% | 0.9 | 6.6% | 0.6% | 0.0% | 14.8 | -1.0 | 1.6% | 4.1
CC1=CC(C)(C)Nc2ccc(OC(=O)C(Cc3ccccc3)N3C(=O)C4CCCCC4C3=O)cc21 (stereo not drawn)
  13.4% | 3.8% | -9.1 | 2.5% | -2.5% | -65.9%[inhibitor] | 8.5 | -6.0 | -0.5% | -3.4
COC(=O)c1ccc2[nH]c(C3(O)CCCCC3)c(C)c2c1
  -1.2% | . | . | . | . | -2.7% | -11.1 | 9.6 | -9.9% | .
Cn1nc(-c2ccccc2)c(-c2nc(-c3cccc(C(F)(F)F)c3)no2)c1Cl
  -10.1% | -1.0% | 0.8 | 5.1% | -0.8% | -0.9% | -12.9 | -5.5 | -2.8% | -0.2

# (cont.)
Compound | S-ASM inh | MBNL1-CUG inh | Coupling enz | MLL CXXC-DNA inh | GALK inh | Integrin act MD | hERG WT inh | KCNH2 3.1 block | AT treatment | TRPV1 ag
CC(=O)N1N=C2c3ccccc3CCC2C1c1ccc(F)cc1 (stereo not drawn) | -2.3% | -3.9% | 5.8 | -3.8% | -1.9% | -6.5% | 8.1 | 2.4 | 8.9% | -0.9
CCOc1ccc(NC(=O)C(CC(=O)O)Cc2ccccc2)cc1 (stereo not drawn) | 34.2% | -4.9% | -0.7 | -11.1% | -3.3% | 26.4% | -0.5 | 12.6 | -4.2% | -0.4
O=C(NN=Cc1ccc(N2CCOCC2)s1)c1ccc([N+](=O)[O-])cc1 | -4.9% | . | . | . | . | -38.8% | 1.7 | -3.9 | -4.1% | .
COc1ccc(C(C(=O)NC2CCCCC2)N(CC2CCCO2)C(=O)CCCC(=O)Nc2ccccn2)cc1 (stereo not drawn) | -3.6% | -8.9% | 2.8 | 8.6% | 14.0% | -21.8% | -1.1 | 7.8 | -0.9% | 1.9
Cc1ccc(C(=O)N2CCN(C)CC2)cc1S(=O)(=O)N1CCOCC1 | 7.3% | 7.3% | . | -6.1% | 5.2% | 15.8% | -31.1 | -13.4 | 2.4% | -5.7
COc1cccc(C(=O)CSc2nnc(CNS(=O)(=O)c3ccc(C)cc3)n2C)c1 | -1.1% | -7.2% | 4.4 | -0.6% | 2.3% | -11.6% | -1.2 | . | -4.9% | 6.5
CC(C)(C)NC(=O)CC1C[C@H](C(=O)N2CCOCC2)[C@@]2(C)c3[nH]c4ccccc4c3CCN2C1=O (stereo partly drawn) | 3.9% | . | . | . | . | 6.9% | -4.4 | -1.2 | 1.4% | .
NNC(=O)c1ccc2c(c1)S(=O)(=O)NNC2=O | 5.6% | -7.0% | 0.8 | 4.1% | 0.1% | -3.8% | -22.2 | -5.5 | 4.6% | 2.8

# 2 entries picked at random from those above:
Compound | S-ASM inh | MBNL1-CUG inh | Coupling enz | MLL CXXC-DNA inh | GALK inh | Integrin act MD | hERG WT inh | KCNH2 3.1 block | AT treatment | TRPV1 ag
CC(=O)N1N=C2c3ccccc3CCC2C1c1ccc(F)cc1 (stereo not drawn) | -2.3% | -3.9% | 5.8 | -3.8% | -1.9% | -6.5% | 8.1 | 2.4 | 8.9% | -0.9
NNC(=O)c1ccc2c(c1)S(=O)(=O)NNC2=O | 5.6% | -7.0% | 0.8 | 4.1% | 0.1% | -3.8% | -22.2 | -5.5 | 4.6% | 2.8
